Screening results (PubChem BioAssay)
3T3 cytotox: cytotoxic compounds in NIH 3T3 cells. Potency, µM (series often up to 96.7 µM), for inactives: at the top dose activity change, negative = cytotoxicity, hits mostly inhibitors. hit rate 4.3% among 94,000. NIH 3T3 viability, CellTiter-Glo ATP luminescence, 48-72 h; note: potency is the fitted concentration of half-maximal effect; nearly all actives have a fitted effect of over 55% in size
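Cytotoxicity is measured as loss of cellular ATP: NIH 3T3 cells (400/well) are exposed to compound for 48 or 72 hr at 37 °C, then CellTiter-Glo luminescence is imaged after 10 min at room temperature.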
HEK293 tox: kills HEK 293 cells | hit rate 6.6% among 94,000 | HEK 293 viability, ATP luminescence (CellTiter-Glo), 48-72 h | AID 1345083 | Potency, µM (doses to about 115 µM), for the others: at the top dose activity change, negative = cytotoxicity, most hits filed as inhibitors; note: potency is the fitted concentration of half-maximal effect; nearly all actives have a fitted effect of over 60% in size
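Cytotoxicity was scored by loss of ATP-coupled luminescence (CellTiter-Glo) in HEK 293 cells. Compound treatment ran 48 or 72 hr at 37 degree Celsius, 5% CO2, 95% humidity.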
SNCA viab count: counter-screen for SNCA expression inhibitors: cell viability; HEK-293-SNCA-luc viability, GF-AFC fluorescence, 24 h; hit rate 0.12% among 150,000; Potency, µM (top dose mostly 57.1 µM), for the others: top-dose activity change, negative = cytotoxicity, hits mostly cytotoxic;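 note: potency is the fitted concentration of half-maximal effect; 0% = DMSO-treated cells and -100% = medium-only wells without cells; nearly all actives have a fitted effect of over 30% in size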
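HEK-293-SNCA-luc cells (1500/well) plated 24 h, then exposed 24 h to a dilution series; GF-AFC added 30 min at 37C, fluorescence 405/540 nm; normalised to medium-only and DMSO wells, Hill fit.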
Luciferase inh: Photinus pyralis luciferase inhibition. purified P. pyralis luciferase, luminescence, biochemical. P08659. hit rate 2.5% among 76,000. Potency, µM (top dose mostly 115 µM), for inactives: at the highest dose activity change, negative = inhibition, usual class: inhibitors; note: potency is the fitted concentration of half-maximal effect; nearly all actives have a fitted effect of over 65% in size
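Purified P. pyralis luciferase (10nM final) in 50mM Tris acetate pH 7.5, 10mM Mg acetate, 0.01% Tween-20, 0.05% BSA with 10uM D-luciferin and 10uM ATP. Compounds titrated qHTS. Luminescence imaged on CCD.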
IP6K1 inhibitor: inhibitors of human IP6K1; Q92551; IP6K1 kinase, ADP-Glo luminescence, 2 h; stronger effect = lower value; activity change, % (series mostly up to about 58 µM); hit rate 0.81% among 140,000; AID 1645851; in the data active = activity change below about -25%
Target sequence (Q92551 whole entry, looked up): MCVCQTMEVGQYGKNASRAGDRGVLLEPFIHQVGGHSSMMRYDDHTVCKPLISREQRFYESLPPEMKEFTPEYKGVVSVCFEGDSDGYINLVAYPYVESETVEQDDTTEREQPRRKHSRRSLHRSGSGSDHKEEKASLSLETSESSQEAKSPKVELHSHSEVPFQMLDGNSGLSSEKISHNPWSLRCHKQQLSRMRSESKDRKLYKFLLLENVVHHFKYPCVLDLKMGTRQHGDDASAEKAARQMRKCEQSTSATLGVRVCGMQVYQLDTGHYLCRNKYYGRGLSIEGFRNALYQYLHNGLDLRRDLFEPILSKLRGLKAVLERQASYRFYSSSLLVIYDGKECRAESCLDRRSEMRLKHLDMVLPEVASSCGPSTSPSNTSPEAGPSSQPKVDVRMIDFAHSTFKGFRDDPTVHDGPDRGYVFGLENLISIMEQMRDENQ
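ADP-Glo luminescence measures ADP made by human IP6K1 during a 2 h RT reaction with ATP/IP6 (mix at 1.3 mM/130 uM); top library doses 57.5 and 19.1 uM final.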
SNCA expr inhib: inhibitors of alpha-synuclein (SNCA) gene expression. HEK-293 SNCA-luciferase knock-in, luminescence, 24 h. Potency, µM (doses to about 57.2 µM), for the others: at the top dose activity change, negative = inhibition, most hits filed as inhibitors. hit rate 0.17% among 140,000;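 note: potency is the fitted concentration of half-maximal effect; plate controls were DMSO cells for no effect and cell-free wells for full effect; nearly all actives have a fitted effect of over 45% in size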
GPT2 inhibitor: GPT2 alanine aminotransferase inhibition; Recombinant GPT2, coupled pyruvate oxidase/HRP Amplex Red fluorescence; Potency, µM (doses to about 57.7 µM), without a hit: top-dose activity change, negative = inhibition, hits mostly inhibitors; hit rate 0.25% among 100,000; AID 1671188; note: potency is the fitted concentration of half-maximal effect; nearly all actives have a fitted effect of over 60% in size; many of its hits are not listed in these tables
Target sequence (Q8TD30 whole entry, looked up): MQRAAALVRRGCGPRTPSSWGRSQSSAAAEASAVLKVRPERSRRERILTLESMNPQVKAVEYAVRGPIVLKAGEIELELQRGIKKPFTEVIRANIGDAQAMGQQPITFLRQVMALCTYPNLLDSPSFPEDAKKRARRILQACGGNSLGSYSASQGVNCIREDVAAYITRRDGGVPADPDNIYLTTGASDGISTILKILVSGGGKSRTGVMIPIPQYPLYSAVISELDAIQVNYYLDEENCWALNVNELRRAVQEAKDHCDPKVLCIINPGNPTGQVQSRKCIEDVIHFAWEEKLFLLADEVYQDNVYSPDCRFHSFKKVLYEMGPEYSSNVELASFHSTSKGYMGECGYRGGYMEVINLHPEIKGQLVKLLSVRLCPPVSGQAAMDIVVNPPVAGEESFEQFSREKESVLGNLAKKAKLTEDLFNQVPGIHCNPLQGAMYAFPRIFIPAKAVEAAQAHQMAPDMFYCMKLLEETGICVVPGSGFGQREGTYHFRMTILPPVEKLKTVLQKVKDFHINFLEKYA
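Recombinant GPT2 (10ng/uL) with 250uM a-KG and 2mM L-alanine, 30 min at room temperature, in HEPES pH 7.5 buffer. Pyruvate detected by pyruvate oxidase/HRP/Amplex Red fluorescence after 30 min in the dark; AOA (50uM) as positive control.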
* marks the source's active call; other numbers are inactive results; i = inactive; ? = inconclusive; / = no result given; [ ] = dose if it differs, or a comment. Unless noted, calls come from the whole dose curve; as a rule, active = well fitted curve in the direction sought with a large enough effect; inconclusive = small, poorly fitted or top-dose-only effect, or another doubt; inactive = no such curve, though single readings can be large; an effect the other way counts as inactive or inconclusive. Unless noted, % is set by controls: 0 for no effect and ±100 for the full control effect.

SMILES	3T3 cytotox	HEK293 tox	SNCA viab count	Luciferase inh	IP6K1 inhibitor	SNCA expr inhib	GPT2 inhibitor
COCCNC(=O)CN1C(=O)NC(c2cccs2)C2=C1COC2=O (centres undefined)	3%	16%	7%	-6%	13	?	?
CN1CC2(CCN(CCCOc3ccc(C(N)=O)cc3)CC2)OC1=O	-18%	-19%	3%	-2%	2	3%	-3%
CN1Cc2cccn2CC1CNC(=O)Cc1ccccc1 (centres undefined)	-29%	-7%	3%	-4%	-8	-18%	i
O=C1[C@H]2CN(Cc3cc(Br)ccc3F)C[C@H]2C(=O)N1CCc1ccccc1	?	?	1%	4%	-5	0%	2%
O=C1CCN(Cc2ccncc2)CCCC(C(=O)NCc2ccc(F)cc2)CCN1 (centres undefined)	i	-2%	6%	1%	-1	-6%	-3%
COc1ccc(N2CC(c3noc(-c4ccc5c(c4)OCO5)n3)CC2=O)cc1OC (centres undefined)	-12%	5%	0%	-13%	-8	0%	i
CCC(=O)N1CCc2cc(Br)cc(S(=O)(=O)NCc3ccc(Cl)cc3)c21	/	/	6%	/	7	14%	/
CC(C)(C)NS(=O)(=O)c1cncc(-c2cc(F)c3nc(N)nn3c2)c1	/	/	0%	/	-11	/	i
Cn1nc(-c2ccncc2)cc1NC(=O)c1ccccc1Cl	?	?	6%[87.6 µM]	/	-5	12%[87.6 µM]	i
COc1ccc(CC(=O)N2CCCCC23Cc2ccccc2NC3=O)cc1 (centres undefined)	?	?	-2%	-6%	-3	-29%	i

5 compounds already listed, sorted by length of the SMILES, low to high:
SMILES	3T3 cytotox	HEK293 tox	SNCA viab count	Luciferase inh	IP6K1 inhibitor	SNCA expr inhib	GPT2 inhibitor
Cn1nc(-c2ccncc2)cc1NC(=O)c1ccccc1Cl	?	?	6%[87.6 µM]	/	-5	12%[87.6 µM]	i
COCCNC(=O)CN1C(=O)NC(c2cccs2)C2=C1COC2=O (centres undefined)	3%	16%	7%	-6%	13	?	?
CN1CC2(CCN(CCCOc3ccc(C(N)=O)cc3)CC2)OC1=O	-18%	-19%	3%	-2%	2	3%	-3%
CCC(=O)N1CCc2cc(Br)cc(S(=O)(=O)NCc3ccc(Cl)cc3)c21	/	/	6%	/	7	14%	/
COc1ccc(N2CC(c3noc(-c4ccc5c(c4)OCO5)n3)CC2=O)cc1OC (centres undefined)	-12%	5%	0%	-13%	-8	0%	i

Other structures follow.
SMILES	3T3 cytotox	HEK293 tox	SNCA viab count	Luciferase inh	IP6K1 inhibitor	SNCA expr inhib	GPT2 inhibitor
O=C(c1ccccc1Cl)N1CCCC1C(=O)N1CCCC1c1nc2ccncc2[nH]1 (centres undefined)	-6%	-2%	-6%	/	2	-16%	i
CCCCc1nn2c(=O)cc(COC(=O)c3ccc(NC(=O)CCc4ccccc4)cc3)nc2s1	/	/	-9%	/	0	-20%	/
CN1CC(=O)N(c2ccccc2F)Cc2c1ncnc2N1CCCCC1	-19%	-27%	-5%	-9%	-7	-5%	i
O=C1CC(c2ccccc2)N(C(=O)CNC(=O)C2CCOCC2)CCCCCCN1 (centres undefined)	-7%	3%	-1%	5%	0	5%	i
CC(C)C(=O)N1CCCC(CN2CCOCC2)CC1 (centres undefined)	5%	i	2%	11%	-7	-26%	-2%
COCCN1C(=O)CO[C@H]2CN(c3ncccn3)C[C@H]21	-4%[174 µM]	-11%[230 µM]	-6%[87.6 µM]	-2%[230 µM]	-7	-10%[87.6 µM]	?
CC(C)CN1CCN(C(=O)c2ccc3c(c2)N(S(C)(=O)=O)CC3)CC1	1%	-1%	4%	-1%	-8	13%	i
COc1cccc(CCNC(=O)c2c(C)noc2-c2cc(OC)c(OC)c(OC)c2)c1	?	-29%	3%	-9%	8	22%	i
O=C(CC1CCOC2(CCN(C(=O)c3cccc(F)c3)CC2)C1)NCc1ccncc1 (centres undefined)	2%	5%	1%	3%	6	24%	3%
Cc1ccc(N2C(=O)[C@@H]3CSC(c4ccc(C(F)(F)F)cc4)N3C2=O)cc1 (some centres undefined)	/	/	6%	/	-5	43%[activator]	/
CN(C)c1ccc(C(CNC(=O)c2ccccc2C(F)(F)F)N2CCOCC2)cc1 (centres undefined)	/	/	-4%	/	-7	62%[activator]	/
CC1=C(C(=O)OC(C)C)C(c2ccccc2Cl)CC(=O)N1Cc1cc(F)cc(F)c1 (centres undefined)	?	?	4%	4%	3	-10%	i
COCCCn1c(=O)c(C(=O)NCC2CC2)nc2cccnc21	-10%[138 µM]	-2%[172 µM]	-2%[87.6 µM]	/	4	16%[87.6 µM]	i
CC1NC(=O)C(Cc2c[nH]c3ccccc23)NC1=O (centres undefined)	/	/	-29%	/	24	/	i
Cc1ccc(Nc2ccnc(N3CCC(NC(=O)c4ccc(F)cc4)CC3)n2)cc1	35µM*	?	-27%	/	6	-21%	-2%
Cc1noc(C)c1[S+](=O)([O-])N1CCC2(CC1)C(=O)NN=C2c1cccnc1	-26%	-22%	3%	-8%	7	-25%	i
O=C1Cc2c(-c3ccc(F)cc3F)n[nH]c2CN1CC1CC1	?	?	-5%[87.6 µM]	-15%[172 µM]	-1	9%[87.6 µM]	i
CCOC(=O)c1cccc(CNc2ccc(N(C)C(=O)Nc3ccccc3)cc2)c1	/	/	?	/	-11	/	-12%
CCCN1CCN(CCNC(=O)Nc2cc(OC)cc(OC)c2)CC1	/	/	2%	/	7	-2%	/
Cn1cc(CC(=O)N2CCCc3ncc(C(=O)N4CCN(Cc5ccccc5)CC4)cc32)c2ccccc21	?	?	-8%	1%	10	-15%	-8%
O=C1N(CC2CCOCC2)CCOC12CCN([S+](=O)([O-])c1cccs1)CC2	?	-19%[172 µM]	3%[87.6 µM]	-6%[172 µM]	9	-12%[87.6 µM]	-5%[88.5 µM]
O=C1CC2(CCN(C(=O)C3CCCN(C(=O)Nc4ccccc4)C3)CC2)Oc2ccccc2N1 (centres undefined)	?	32µM*	-11%	/	-7	-29%	-9%
O=C1CCN(C(=O)Cc2cccnc2)CCCC(c2nc(-c3cccnc3)no2)CCN1 (centres undefined)	i	2%	3%	-5%	17	-10%	i
COc1cc(C)sc1C(=O)N1CCOCC1CC(=O)NCc1cccnc1 (centres undefined)	-11%	-7%	21%	0%	16	10%	1%
COCC(=O)N[C@@H]1CN(Cc2ccco2)CC[C@@H]1c1n[nH]c(C)n1	i	i	-12%[12.5 µM]	0%	3	?	-1%
O=C(Nc1ccccc1C(F)(F)F)N1CCN(c2ccc3nnc(-c4ccc(F)cc4)n3n2)CC1	/	/	?	/	-22	?	/
O=C(c1ccc(Cl)nc1)N1CCCC(c2nn(-c3ccccc3)c(=O)[nH]2)C1 (centres undefined)	-20%	-1%	-6%	-5%	25	40%[activator]	i
CC[C@H]1CN(C(=O)c2ccnc(Cl)c2)CC[C@H]1CC(=O)N(C)CC#N	-14%[174 µM]	?	8%[87.6 µM]	-3%[172 µM]	-7	?	-2%[88.5 µM]
COCc1ccc2c(c1)c(OC(C)(C)C(N)=O)nn2CCC(C)C	?	-17%[172 µM]	3%[87.6 µM]	5%[172 µM]	-11	-5%[87.6 µM]	1%[88.5 µM]
CN1CC(=O)N(CC(=O)N2CCC3(CCCN(C)C3=O)C2)C1=O (centres undefined)	i	i	3%	0%	4	4%	i
COCCNC(=O)Cn1ncc2c(C)n(Cc3ccc(C)cc3)c(C)c2c1=O	/	/	2%	/	3	-23%	/
O=c1n(CCN2CCN([S+](=O)([O-])c3ccccc3)CC2)nc2n1CCCC2	-22%	-11%	/	/	-6	/	/
Cc1ncoc1C(=O)N1CCC(C2CCN(S(C)(=O)=O)CC2)C1 (centres undefined)	-22%	-7%	-2%[12.5 µM]	-11%	-7	44%[activator]	i
CCOc1ccc(-c2cn3c(n2)sc2cc(C(=O)N4CCCC(C)C4)ccc23)cc1 (centres undefined)	/	/	3%	/	8	37%[activator]	/
CC1Oc2ccc(NC(=O)Cc3cccs3)cc2CN(Cc2ccc(Cl)cc2)C1=O (centres undefined)	40µM*	?	?	-14%	0	?	-26%
O=C(Nc1cc(-c2ccncc2)nn1-c1ccccc1)C1CC1	?	2%[172 µM]	12%[87.6 µM]	/	-3	4%[87.6 µM]	-3%[88.5 µM]
COc1ccccc1CNC(=O)CCC1N=C2c3ccccc3N=C(SCC(=O)NCCc3ccc(OC)c(OC)c3)N2C1=O (centres undefined)	/	/	1%	/	-7	10%	/
O=C(NCc1cccc(F)c1)C1CCCN1c1nccc(Nc2ccccc2F)n1 (centres undefined)	?	?	-19%[12.5 µM]	/	0	-4%	-9%
Cc1cc(C(=O)N2c3ccccc3CC2c2nc(C3CC3)no2)nn1C (centres undefined)	-1%	-7%	-3%	6%	7	4%	i
Cc1csc2nc(COC(=O)c3cccc(NC(=O)c4cccc(Cl)c4)c3)cc(=O)n12	/	/	-3%	/	-25	39%[activator]	/
O=C(c1cn2cc(-c3cccnc3)sc2n1)N1CCCCC1	-20%	-6%	-7%	/	7	28%	i
O=C(CCc1ccnc(N2CCCC2)c1)NCc1cccc(Cl)c1	3%	3%	4%	5%	2	33%[activator]	i
O=C(Cc1csc2ccccc12)NCc1ccccc1F	/	/	1%	/	-12	117%[activator]	/
CCn1nccc1C(=O)N1CCCC1c1nc(CCOc2cccc(C)c2)no1 (centres undefined)	-25%	?	3%	10%	3	5%	-7%
O=C(CN1C(=O)NC2(CCOCC2)C1=O)Nc1ccc(Cl)cc1F	i	-3%	2%	-1%	24	-12%	-2%
COc1ccc(N2CCOC3CCN(Cc4cccc(Cl)c4)CC3C2=O)cc1 (centres undefined)	?	?	-2%[87.6 µM]	-15%[172 µM]	2	-23%[87.6 µM]	4%[88.5 µM]
CC(C)C[C@@H]1N[C@H](C(=O)NC(C)C)Cc2cn(Cc3ccncc3)c3cccc1c23	32µM*	?	?	-6%[172 µM]	-2	?	-4%[88.5 µM]
O=C(c1ccc2ncccc2c1)N1CCCC(Nc2ccc(F)cc2)C1 (centres undefined)	-1%	1%	5%	-3%	7	8%	i
COc1ccc(-c2noc([C@@H]3CCCN3C(=O)COc3cccc(C)c3)n2)cc1OC	-39%	?	-24%	-9%	0	-13%	i
Cc1cccc(Cn2cc3c(=O)n(CC(=O)Nc4ccc(C)c(F)c4)nc-3c3cc(F)ccc32)c1	/	/	-14%	/	6	22µM*	/
Remaining list, next part:
SMILES	3T3 cytotox	HEK293 tox	SNCA viab count	Luciferase inh	IP6K1 inhibitor	SNCA expr inhib	GPT2 inhibitor
CC(c1ccc(F)cc1)N1Cc2cc(NC(=O)Cc3cccs3)ccc2OCC1=O (centres undefined)	?	40µM*	-3%	2%	6	-4%	i
O=C(NCc1cccc(F)c1)C1CCCCN1Cc1ccc(-c2cccs2)cc1 (centres undefined)	28µM*	20µM*	0%[12.5 µM]	/	-7	4%	-4%
CCOC(=O)CC(=O)CSc1nc2ccccc2c(=O)n1-c1ccc(C(=O)NCCOC)cc1	/	/	-5%	/	52	-6%	/
COc1ccc(C)cc1NC(=O)c1ccc2c(=O)n3c(nc2c1)CCCCC3	/	/	13%	/	-16	3%	/
